Neddyl block = inhibitors of cullin neddylation, primary screen, biochemical, TR-FRET, uHTS, NAE and Ubc12; calls only at 25 µM; 360,000 compounds, 0.58% hits; AID 651699, 2012; in the data active means inhibition above about 36%
Target sequence (P61081 whole entry, looked up): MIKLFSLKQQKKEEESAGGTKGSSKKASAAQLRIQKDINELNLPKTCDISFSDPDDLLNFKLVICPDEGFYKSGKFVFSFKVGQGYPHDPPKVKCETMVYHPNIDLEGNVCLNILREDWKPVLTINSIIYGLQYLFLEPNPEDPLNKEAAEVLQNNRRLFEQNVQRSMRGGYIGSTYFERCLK
Target sequence (Q13564 whole entry, looked up): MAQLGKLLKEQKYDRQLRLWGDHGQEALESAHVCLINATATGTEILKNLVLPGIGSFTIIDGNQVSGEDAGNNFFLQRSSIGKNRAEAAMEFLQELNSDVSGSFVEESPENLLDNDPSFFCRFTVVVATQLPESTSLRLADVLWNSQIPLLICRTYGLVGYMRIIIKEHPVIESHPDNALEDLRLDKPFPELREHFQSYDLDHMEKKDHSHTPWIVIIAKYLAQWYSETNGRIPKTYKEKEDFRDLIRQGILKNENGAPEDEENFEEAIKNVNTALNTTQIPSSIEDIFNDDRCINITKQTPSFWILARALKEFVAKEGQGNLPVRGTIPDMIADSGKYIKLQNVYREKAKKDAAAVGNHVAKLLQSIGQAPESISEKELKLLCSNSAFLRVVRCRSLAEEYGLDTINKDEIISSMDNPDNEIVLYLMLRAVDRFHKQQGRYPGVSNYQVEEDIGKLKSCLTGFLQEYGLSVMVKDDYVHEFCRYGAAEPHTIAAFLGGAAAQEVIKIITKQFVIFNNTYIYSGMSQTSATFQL
PABP1 MLLE inh = inhibitors of PABP1 MLLE–PAM2 peptide binding, primary screen, biochemical, fluorescence polarization, FITC-PAM2, GST-MLLE; inhibition, % at 20 µM; 360,000 compounds, 0.36% hits; Polyadenylate-binding protein 1 (Homo sapiens), P11940; in the data active means inhibition above about 35%, passing the limit was not always enough;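 further: plate controls were DMSO wells with GST-MLLE for no effect and wells lacking GST-MLLE protein for full effect; some results filed as inactive read as strong as hits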
NadD inh = inhibitors of S. aureus NadD, primary screen, biochemical, colorimetric, uHTS. purified NadD enzyme, colorimetric absorbance read-out. Nicotinate-nucleotide adenylyltransferase NadD (Staphylococcus aureus N315). 360,000 compounds, 0.78% hits. inhibition, % at 20 µM; in the data active means inhibition above about 26%; further: some compounds past the cut are filed as inactive
Rin1-Abl PPI inh = inhibitors of Rin1-Abl protein binding, primary screen, biochemical, TR-FRET | Tyrosine-protein kinase ABL1 (Homo sapiens) + Ras and Rab interactor 1 (Homo sapiens), … | 360,000 compounds, 0.4% hits | inhibition, % at 7.35 µM; in the data active means inhibition above about 5%, passing the limit was not always enough
FAS TE block = FAS thioesterase domain inhibitors, primary screen, biochemical, fluorescence intensity, uHTS. Fatty acid synthase (Homo sapiens), P49327. recombinant FAS-TE, OMFH fluorogenic substrate, fluorescence endpoint. inhibition, % at 15 µM. 360,000 compounds, 0.67% hits. AID 602261, 2012;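 active means compounds whose normalised, plate-corrected inhibition of enzyme fluorescence in the single-dose primary screen is 50% or more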;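 further: 0% = DMSO with enzyme and 100% = substrate without enzyme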
SKN-1 inh = suppressors of acrylamide-induced Pgst-4::GFP reporter in worms, primary screen, SKN-1 inhibitor project, whole organism, uHTS, GFP/RFP fluorescence ratio, strain VP596. 360,000 compounds, 0.49% hits. inhibition, % at 21.8 µM. C. elegans VP596 Pgst-4::GFP/RFP ratio, 24 h;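 active means interference check ratio from 0.5 to 1.5 plus GFP to RFP signal ratio inhibition reaching or exceeding a fixed threshold, cut at about 30% in these data, passing the limit was not always enough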; further: some compounds called inactive have numbers as strong as hits
CSN inh = inhibitors of CSN-mediated cullin deneddylation, primary screen, biochemical, fluorescence polarization, uHTS; COP9 signalosome complex subunit 5 (Homo sapiens), Q92905; Purified CSN, SCF-Nedd8-OG deneddylation; inhibition, % at 12.5 µM; 360,000 compounds, 0.38% hits;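 active means pattern-corrected inhibition above about 35%, with an unprinted fluorescence ratio check between 0.5 and 1.5, limit read from the data, passing the limit was not always enough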;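 further: 0% = enzyme with substrate and 100% = substrate without enzyme; some results filed as inactive read as strong as hits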
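Detection – fluorescence polarization · System – HEK293T-derived human Csn5 enzyme · Controls – substrate-only high control, full reaction low control · Timing – 90 min, room temperature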
MT1-MMP act inh = blockers of MT1-MMP proenzyme processing, primary screen, HT1080 RFP-PRO-GFP cells, GFP/RFP fluorescence | Matrix metalloproteinase-14 (Homo sapiens), P50281 | GFP/RFP ratio fluorescence, overnight; percent of plate control window, DMSO zero | GFP/RFP ratio change, % at 20 µM | 360,000 compounds, 0.061% hits;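 active means GFP/RFP ratio change of at least 30% with cell ATP level not reduced by more than half and red fluorescence within 50% of control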; further: strong numbers were not always called active
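system = RFP-PRO-GFP reporter HT1080 cells | dosing = 20 µM single dose, 1% DMSO | timing = overnight cell settling, then overnight compound exposure, 37 °C, 5% CO2 | read-out basis = GFP/RFP fluorescence ratio | controls = DMSO and RFP-L50D-GFP cell wells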
Rpn11 inh = Rpn11 (PSMD14) deubiquitinase inhibitors, primary screen, biochemical, fluorescence polarization, uHTS. AID 588493, 2011. 360,000 compounds, 0.59% hits. 26S proteasome non-ATPase regulatory subunit 14 (Homo sapiens), O00487. calls only at 20 µM. human 26S proteasome, Ub4-pepOG fluorescence polarization; 20S core pre-blocked with epoxomicin;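 active means inhibition at 20 µM, scaled to each plate's controls, above about 33%, limit read from the data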
Target sequence (O00487 whole entry, looked up): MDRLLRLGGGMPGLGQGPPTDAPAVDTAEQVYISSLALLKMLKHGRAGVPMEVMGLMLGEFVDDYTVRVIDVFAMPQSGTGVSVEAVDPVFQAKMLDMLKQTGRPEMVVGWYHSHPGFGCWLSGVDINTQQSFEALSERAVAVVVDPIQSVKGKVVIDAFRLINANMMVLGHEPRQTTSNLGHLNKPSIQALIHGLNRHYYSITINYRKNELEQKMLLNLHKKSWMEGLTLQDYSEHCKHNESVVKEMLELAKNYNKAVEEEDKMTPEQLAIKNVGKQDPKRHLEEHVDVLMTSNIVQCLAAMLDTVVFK
* marks the source's active call; other numbers are inactive results; i = inactive; + = active, no number. Random draw from the library. Share with any hit: about 3.9%.

Every second line gives: MT1-MMP act inh | Neddyl block | PABP1 MLLE inh | SKN-1 inh | FAS TE block | Rpn11 inh | CSN inh | NadD inh | Rin1-Abl PPI inh
[1] CCN(CC)C(=S)NC(=O)c1cc(OC)c(OC)c(OC)c1
  -4 | i | 23 | 13 | -5 | i | 1 | 1 | 8
[2] CCN(CC)C(=O)Oc1ccc(Cl)c2ccccc12
  4 | i | -7 | 16 | 11 | i | 4 | -1 | 3
[3] COc1ccc(C(=O)OCC(=O)c2ccc(S(=O)(=O)N3CCCCC3)cc2)c(OC)c1
  5 | i | 1 | -14 | 20 | i | 2 | -7 | 4
[4] COc1cc(C(=O)NCC(=O)OCC(=O)c2cccc3ccccc23)cc(OC)c1OC
  -3 | i | -9 | 23 | 8 | i | -1 | 13 | -4
[5] Cc1c(C(=O)O)cccc1-n1c(C)cc(/C=N/Nc2ccc([N+](=O)[O-])cn2)c1C
  2 | i | -78 | -5 | 8 | + | 9 | 7 | -3
[6] COc1ccc(-n2c(-c3ccccc3)nnc2-c2ccc(Cl)cc2)cc1
  -3 | i | -3 | -34 | -13 | i | 4 | 2 | -3
[7] O=C(Cc1ccccc1)NCc1ccccn1
  5 | i | 6 | -3 | -3 | i | -3 | 1 | -4
[8] NC(=S)n1[nH]c(-c2ccc([N+](=O)[O-])cc2)c(N=Nc2cccc([N+](=O)[O-])c2)c1=O
  -12 | i | 42* | 6 | 14 | i | 8 | 77* | -3
[9] COc1ccc(Nc2nnc(SCC(=O)NC3CCCC3)s2)cc1
  1 | i | -1 | -3 | -4 | i | 6 | 2 | 6
[10] C=CCc1ccc(OCCCCN2CC(C)CC(C)C2)c(OC)c1 (stereo not drawn)
  4 | i | -2 | 5 | -4 | i | 5 | -4 | 4
[11] COc1ccc(/C=C(\NC(=O)c2ccc(OC)cc2)C(=O)N2CCCCC2)cc1
  0 | i | -4 | 2 | -1 | i | 2 | -2 | 1
[12] CC12CCC(C(=O)NC3CCCC3)(CC1=O)C2(C)C (stereo not drawn)
  -3 | i | 7 | 14 | -6 | i | 1 | 1 | -2
[13] O=C(CCS(=O)(=O)c1ccccc1)Nc1cccc(-c2nc3ccccc3s2)c1
  3 | i | 1 | -5 | 34 | i | 1 | -4 | -3
[14] Nc1nc2cc3ccccc3cc2[nH]c1=O
  3 | i | -1 | 8 | -5 | i | 0 | 2 | -2
[15] COc1ccc(N2CCN(CCNC(=O)CCN3C(=O)COc4ccccc43)CC2)cc1
  4 | i | -10 | -1 | -6 | i | 2 | -7 | 1
[16] Cc1nc(C)c(C(=O)C2=C(O)C(=O)N(CCN(C)C)C2c2ccccc2)s1 (stereo not drawn)
  2 | i | 11 | -10 | -7 | i | 0 | -1 | -2
[17] O=C(NC1CCCCCCC1)C1=COCCO1
  3 | i | 1 | 20 | -8 | i | -1 | -3 | 2
[18] COc1ccc(CNC(=O)C2CCCN(S(=O)(=O)c3ccc(Br)s3)C2)cc1 (stereo not drawn)
  0 | i | 2 | 4 | 19 | i | 2 | -8 | 2
[19] CC1CC(OCC(O)C[N+]2(C)CCOCC2)CC(C)(C)C1 (stereo not drawn)
  0 | i | -137 | 5 | -2 | i | -3 | 15 | 0
[20] CCOc1ccc(S(=O)(=O)N2CCN(C(=S)NC3CC3)CC2)cc1
  4 | i | -119 | -5 | 18 | i | 1 | -4 | 2
[21] Cc1csc(SCC(=O)NC(=O)NCc2ccccc2)n1
  17 | i | 2 | -16 | -4 | + | 0 | 1 | 0
[22] Cc1noc2ncnc(Sc3ccccc3Cl)c12
  -5 | i | 35 | -18 | 6 | i | 7 | -4 | -1
[23] c1ccc(CCNc2ncnc3scc(C4COc5ccccc5O4)c23)cc1 (stereo not drawn)
  -9 | i | 0 | 15 | 31 | i | 5 | 19 | -1
[24] O=C(NCc1ccccn1)c1ccc(CS(=O)(=O)Cc2ccc(Cl)cc2)o1
  4 | i | -15 | -3 | -5 | i | 0 | -3 | 3
[25] CCOC(=O)c1ccc2[nH]c3c(c2c1)CCCC3C(=O)OCC (stereo not drawn)
  9 | i | -1 | 2 | 12 | i | -2 | -2 | 0
[26] Cc1cccc2cc(/C=C/C(=O)c3ccco3)c(Cl)nc12
  -7 | i | 4 | 20 | 5 | i | 16 | 2 | 0
[27] c1cn2c(-c3ccoc3)cncc2n1
  -2 | + | 16 | 29 | -16 | i | 1 | -3 | -2
[28] O=C(COC(=O)c1ccc([N+](=O)[O-])o1)Nc1nc2ccccc2s1
  -3 | i | -1 | 6 | -4 | i | 0 | -4 | -1
[29] CNc1nc(Cl)nc(NC(C)(C)C)n1
  -1 | i | 5 | 0 | -5 | i | 2 | -7 | -2
[30] CCCN(CCC)CCCNC(=O)Cn1cnc2sc(C)c(S(=O)(=O)N3CCOCC3)c2c1=O
  -5 | i | 2 | -6 | -4 | i | 1 | -7 | 4
[31] CC12CN(Cc3ccccc3)CC(C)(CN(Cc3ccccc3)C1)C2=NO
  -2 | i | -6 | 0 | -7 | i | 0 | -3 | -3
[32] Cc1ccc(NS(=O)(=O)c2sc3ccc(Cl)cc3c2C)cc1
  3 | i | 6 | -3 | 48 | i | -1 | -8 | -1
[33] NS(=O)(=O)c1ccc(CCNC(=O)c2ccc(NC3=NC4CS(=O)(=O)CC4S3)cc2)cc1 (stereo not drawn)
  -3 | i | -74 | -23 | -5 | i | 2 | -1 | 0
[34] O=C(NCCc1ccccc1)c1ccc(NC(=O)C2CCCCC2)cc1
  1 | i | -5 | -1 | -12 | i | -2 | 3 | 0
[35] O=C(Cn1cnc2c(nc3n2CCCCC3)c1=O)Nc1cccc(C(F)(F)F)c1
  1 | i | 10 | 4 | -3 | i | -4 | 0 | -2
[36] N#Cc1ccc2c(=O)n(-c3ccccc3)sc2c1
  6 | i | 39* | 20 | -4 | i | -2 | 9 | -1
[37] CCCCCC(O)CCc1n[nH]c(=S)n1-c1ccccc1 (stereo not drawn)
  3 | i | 3 | -3 | 0 | i | -2 | 5 | 3
[38] C=CCn1c(SCc2c(C)noc2C)nc2ccccc2c1=O
  7 | i | -12 | 4 | 6 | i | -8 | -7 | -1
[39] O=S1(=O)CC(N2CCOCC2)c2ccccc21 (stereo not drawn)
  0 | i | -15 | 12 | -8 | i | 0 | -2 | -1
[40] CC1CCN(Cc2nnnn2CCCC(=O)N(C)C2CCOC2)CC1 (stereo not drawn)
  -3 | i | -1 | 14 | -4 | i | -4 | -1 | -4
[41] CCCCCCC[C@@H](C/C=C/CCC(=O)N(C)C/C(=C/Cl)C/C(=C\C(=O)N1C[C@H](O)CC1=O)OC)OC
  -3 | i | -6 | 5 | 20 | i | 2 | -12 | -1
[42] Cc1ccc([C@@H]2[C@@H]3C(=O)N(C)C(=O)[C@@H]3[C@]3(C)C(=O)N(Cc4ccccn4)CC(=O)N23)o1
  4 | i | -18 | -13 | -11 | i | 2 | -1 | 4
[43] Cc1n[nH]c(C)c1CN(C)C(=O)c1cc(COc2ccc(F)c(F)c2)on1
  1 | i | -1 | -17 | 0 | i | -8 | -3 | 3
[44] NNC(=O)COc1cccc(Oc2ccccc2)c1
  7 | i | -7 | 5 | -6 | i | 3 | 5 | 3
[45] COC(=O)/C(=C\c1ccc([N+](=O)[O-])cc1)NC(=O)c1ccccc1
  1 | i | 4 | -6 | 18 | i | -1 | -2 | 4
[46] Cc1ccc(NC(=O)c2ccc(OC(=O)COc3ccc(Cl)c(C)c3)cc2)cc1
  5 | i | 3 | 2 | 0 | i | -6 | -3 | -2
[47] O=C(Nc1ccc(N2CCN(C(=O)c3ccccc3)CC2)c(Cl)c1)c1ccc(Br)o1
  3 | i | -24 | 25 | 18 | i | 0 | -1 | 0
[48] O=C(CN1C(=O)C2CC=CCC2C1=O)Nc1nnc(SCc2c(Cl)cccc2Cl)s1 (stereo not drawn)
  -3 | i | -9 | -4 | -4 | i | 0 | 9 | -2
[49] CN(C)CCCN1C(=O)c2oc3ccc(F)cc3c(=O)c2C1c1cccnc1 (stereo not drawn)
  -7 | i | -2 | 5 | -4 | i | -2 | 1 | 1
[50] CC(SCc1ccccc1)C(=O)N/N=C/c1cc2c(cc1Br)OCO2 (stereo not drawn)
  -8 | i | 5 | 33 | 15 | i | 0 | -6 | -1
[51] O=C(COC(=O)CN1C(=O)c2cccc([N+](=O)[O-])c2C1=O)NC1CCS(=O)(=O)C1 (stereo not drawn)
  0 | i | 5 | -10 | -3 | i | -2 | -9 | 0
[52] Cc1noc(C)c1NC(=O)N(C)C[C@H]1Oc2ccc(NC(=O)Nc3ccc4c(c3)OCO4)cc2C(=O)N([C@H](C)CO)C[C@@H]1C
  1 | i | -21 | -4 | -6 | i | -3 | 6 | 1
[53] COc1ccccc1OCCNC(=O)c1cc(SC)ccc1Cl
  -2 | i | -3 | -1 | -4 | i | 2 | 0 | -4
[54] Cc1ccc(-c2noc(COC(=O)c3ccco3)n2)cc1
  3 | i | 1 | -13 | 16 | i | 3 | -6 | -2
[55] Cn1c(Oc2ccncc2)nc2cc(-c3ccsc3)sc2c1=O
  3 | i | 6 | -3 | -7 | i | 2 | -2 | 1
[56] COc1ccccc1/C=N/NC(=S)Nc1cccnc1
  -3 | i | 25 | 7 | 0 | i | -9 | 1 | -1
[57] CCCNC(=O)c1nc(C)n(-c2cc(Cl)ccc2Cl)n1
  -2 | i | 6 | 3 | -4 | i | -7 | -2 | 0
[58] CN(C(=O)COC(=O)CSc1ccccc1)c1c(N)n(Cc2ccccc2)c(=O)[nH]c1=O
  -5 | i | 11 | -4 | -3 | i | 4 | 2 | 1
[59] COC(=O)c1cn(CCOc2ccc(C)cc2)c2ccccc12
  11 | i | -2 | 5 | 37 | i | 2 | -1 | -4

Shown in transposed form: 4 of the compounds above
#54 Cc1ccc(-c2noc(COC(=O)c3ccco3)n2)cc1
#55 Cn1c(Oc2ccncc2)nc2cc(-c3ccsc3)sc2c1=O
#56 COc1ccccc1/C=N/NC(=S)Nc1cccnc1
#57 CCCNC(=O)c1nc(C)n(-c2cc(Cl)ccc2Cl)n1

Assay by compound	54	55	56	57
MT1-MMP act inh	3	3	-3	-2
Neddyl block	i	i	i	i
PABP1 MLLE inh	1	6	25	6
SKN-1 inh	-13	-3	7	3
FAS TE block	16	-7	0	-4
Rpn11 inh	i	i	i	i
CSN inh	3	2	-9	-7
NadD inh	-6	-2	1	-2
Rin1-Abl PPI inh	-2	1	-1	0
